# NPY Y2 blocker: blocks the human neuropeptide Y Y2 receptor. P49146. NPY-Y2 expressing cells, antagonist mode. inhibition, % at 2.7 µM. hit rate 0.99% among 140,000. AID 793; in the data active = inhibition above about 17%;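 note: 0% = vehicle with agonist challenge and 100% = reference antagonist with challenge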
# Target sequence (P49146 whole entry, looked up): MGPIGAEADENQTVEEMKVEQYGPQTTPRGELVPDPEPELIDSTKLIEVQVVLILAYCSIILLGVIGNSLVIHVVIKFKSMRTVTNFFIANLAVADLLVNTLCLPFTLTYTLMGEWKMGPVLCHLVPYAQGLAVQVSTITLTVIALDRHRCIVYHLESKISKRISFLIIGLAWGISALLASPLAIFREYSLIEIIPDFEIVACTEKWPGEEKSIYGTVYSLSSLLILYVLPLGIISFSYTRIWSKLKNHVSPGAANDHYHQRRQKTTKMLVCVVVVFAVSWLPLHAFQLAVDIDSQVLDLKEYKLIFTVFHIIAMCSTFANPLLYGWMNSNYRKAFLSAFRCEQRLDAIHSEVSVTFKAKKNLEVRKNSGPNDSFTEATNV
# GALR2 blocker: antagonists of human galanin receptor 2 (GALR2); GALR2-expressing cells, antagonist mode; inhibition, % at 4 µM; hit rate 0.39% among 140,000; AID 828; in the data active = inhibition above about 27%;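 note: cells stimulated with galanin 1-16 at roughly its EC80; 0% = agonist challenge control and 100% = basal control without agonist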
# Target sequence (O43603 whole entry, looked up): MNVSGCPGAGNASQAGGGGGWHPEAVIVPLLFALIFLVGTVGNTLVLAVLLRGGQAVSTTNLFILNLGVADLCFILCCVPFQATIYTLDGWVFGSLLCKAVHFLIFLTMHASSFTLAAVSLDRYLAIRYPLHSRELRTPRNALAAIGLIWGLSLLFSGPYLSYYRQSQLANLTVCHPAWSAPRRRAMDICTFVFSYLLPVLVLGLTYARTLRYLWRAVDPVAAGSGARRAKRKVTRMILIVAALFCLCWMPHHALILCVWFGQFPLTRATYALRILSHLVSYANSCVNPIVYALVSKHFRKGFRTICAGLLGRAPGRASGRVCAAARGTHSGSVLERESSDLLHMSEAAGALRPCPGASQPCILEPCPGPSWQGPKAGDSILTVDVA
# PTEN del growth: suppresses growth of cells with PTEN deletion. HCT116 PTEN-null viability, CellTiter-Glo, 60 h; stronger effect = lower value. viability, % at 10 µM. hit rate 1.2% among 140,000;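 active = viability at or below a set limit, 4 SD under the median of all tested compounds, cut at about 3.7% in these data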;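 note: PTEN knockout HCT116 line with beta catenin targeted HCT116 as companion control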
# Yeast life ext: yeast lifespan extension | hit rate 0.68% among 130,000 | AID 775 | inhibition of the nicotinamide effect, % at 10 µM | S. cerevisiae growth with nicotinamide, OD615; deaD strain in restrictive glucose medium;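 active = inhibition above a set limit, placed 3 SD over the median of all compounds, cut at about 26% in these data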;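 note: 0% = nicotinamide-treated wells and 100% = cells grown without nicotinamide; some compounds called inactive have numbers as strong as hits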
#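 System: DeaD-strain S. cerevisiae / Buffer or medium: CSMM-D, restrictive glucose (dextrose) synthetic minimal medium / Probe or stimulus: nicotinamide, 1.5 mM, co-present with compound / Compound: one concentration, 10 µM, DMSO 0.25% / Incubation: 48 h compound exposure at 30 °C, humidified / Technique: optical density (absorbance) at 615 nm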
# MRP-1 activ: MRP-1 activation | hit rate 0.61% among 140,000 | AID 799 | H69AR cells + doxorubicin, viability rescue, CellTiter-Glo | viability increase, % at 10 µM;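 active = viability gain under doxorubicin at or above a set limit, the compound median plus 3 SD, cut at about 4.7% in these data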;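 note: MRP-1 overexpressing cells given doxorubicin 25 µM after compound pretreatment; 18-22 h compound pretreatment then 72 h with doxorubicin before readout; 0% = doxorubicin-only wells and 100% = vehicle-treated cells without doxorubicin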
# Phagocytosis inh: macrophage phagocytosis inhibition | inhibition, % at 5 µM | hit rate 0.07% among 110,000 | AID 1029 | J774A.1 macrophage IgG-bead phagocytosis, imaging;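 active = inhibition above the mean of the plate negative controls plus 5 SD, cut at about 13% in these data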;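 note: phagocytic index as fraction of beads internalized from green versus red external bead signal; plate controls were DMSO negative control for no effect and cytochalasin-D positive control for full effect; some results beyond the cut were filed as inactive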
# BB579 growth dn: reduces growth of yeast BB579 in restrictive medium | hit rate 0.51% among 140,000 | inhibition, % at 10 µM | S. cerevisiae BB579 growth, OD615, 48 h | AID 804;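 active = inhibition above a set limit, 3 SD over the mean compound inhibition, cut at about 44% in these data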; note: inactives centre near -24
#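 System: DeaD yeast strain BB579; buffer or medium: CSMM-D dextrose restrictive medium; technique: OD at 615 nm; schedule: 4 h cell preincubation, 48 h compound exposure, 30 °C humidified; doses: single 10 µM dose; controls: amphotericin B 10 µg/mL, positive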
# Measles CPE: protection of cells from measles virus | protection (pct of control), % at 4 µM | hit rate 1.5% among 140,000 | AID 841 | Measles virus-infected cells, CPE protection, absorbance; in the data active = protection mostly above about 24%, no sharp cut-off; inactive = mostly below about 26%; note: some compounds called inactive have numbers as strong as hits
# E-sel TNF inh: blocks E-selectin expression induced by TNF alpha | HUVEC TNFa-induced E-selectin immunofluorescence, high content | inhibition, % at 2 µM | hit rate 0.71% among 120,000 | AID 1246;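 active = inhibition above the batch mean plus 3 SD, and confirmed as a hit on visual image review, cut at about 43% in these data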;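 note: 0% = TNF-stimulated DMSO wells and 100% = unstimulated control wells; not every result past the cut was called active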
# bCat KO growth: beta-catenin-lacking colon tumor cell growth suppression. HCT116 beta-catenin knockout viability, CellTiter-Glo, 60 h; stronger effect = lower value. viability, % at 10 µM. hit rate 1.5% among 140,000. AID 818;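 active = viability at or under a set limit, the compound median less 4 SD, cut at about 6% in these data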;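 note: 0% = Hyamine 1622 control at 20 µM and 100% = untreated cell control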
# Active calls of the source: *; x = not tested or not shown.
# Order of results: NPY Y2 blocker, GALR2 blocker, PTEN del growth, Yeast life ext, MRP-1 activ, Phagocytosis inh, BB579 growth dn, Measles CPE, E-sel TNF inh, bCat KO growth
- CCOC(=O)c1ccccc1NC(=O)CSc1nnc(C(C)C)n1CC
  5, 4, 102, x, -3.2, x, -32, 1, 3, 98
- Cc1occc1C(=O)NNC(=O)Cc1ccccc1
  0, -4, 87, -1, -1.3, x, -28, 6, 0, 86
- COc1ccc(NC(=S)NCCc2ccc(F)cc2)c(OC)c1
  2, 2, 97, -1, -2.9, -6, -6, 6, x, 93
- O=S(=O)(c1ccc2nc(SCc3ccc(Cl)cc3)[nH]c2c1)N1CCOCC1
  0, 0, 79, -3, 2.4, -9, -25, 8, -2, 84
- Cc1ccccc1NC(=S)N=Nc1c(O)n(C)c2ccc(S(=O)(=O)N3CCOCC3)cc12
  -3, -6, 13, -2, -0.4, x, -27, 7, 4, 17
- COc1ccc2cc3cc(C(=O)N4CCN(c5ccccc5)CC4)oc3nc2c1
  6, -4, 90, -2, -4.8, -1, -28, 20, -5, 84
- O=C(Cn1c(=O)sc2ccccc21)Nc1ccc(S(=O)(=O)N2CCCC2)cc1
  2, -3, 86, 2, -1.4, 0, -25, 5, x, 87
- Cc1ccc2cc(CCNC(=O)c3ccc4c(c3)OCO4)c(=O)[nH]c2c1C
  5, -2, 89, -10, -1.4, 0, -17, 0, 8, 88
- CC(=O)c1ccc(OC(=O)C(CCS(C)(=O)=O)N2C(=O)c3ccccc3C2=O)cc1 (stereo not given)
  0, -6, 99, -7, 0.4, -1, -59, 21, -4, 102
- Cc1oc(-c2cccc(Cl)c2)nc1CSCC(=O)O
  3, 22, 108, -12, -0.4, x, -4, 1, 16, 95
- O=C(CCCOc1ccc(Cl)cc1Cl)NNC(=O)c1ccc(NC(=O)c2ccccc2)cc1
  1, -5, 90, 17, 1.0, 0, -15, 10, x, 88
- COc1ccc(OC)c(C(=O)CN2C(=O)NC(C)(c3ccccc3)C2=O)c1 (stereo not given)
  -1, -7, 100, -1, -3.1, x, -17, 6, -46, 81
- COc1cccc(OC)c1OCCN(C)C
  -3, -7, 94, -9, 0.2, 2, 4, 3, 6, 99
- O=[N+]([O-])c1cc(C(F)(F)F)cc([N+](=O)[O-])c1NN=C1CCCCC1
  -2, 5, 60, 5, 1.6, -10, -31, 6, -7, 60
- CN1C(=O)CC(C(=O)O)SC1=Nc1cc(Cl)cc(Cl)c1 (stereo not given)
  1, 8, 92, 4, 0.3, 4, 2, 3, 9, 96
- CCOC(=O)c1c(C)c(C(=O)Nc2ccc(N(C)C)cc2)c(C)n1CC
  5, 4, 21, -3, -4.1, 2, -68, 7, 0, 21
- COc1ccc(/C=N/Nc2nc(N3CCCC3)nc(N3CCCC3)n2)c(OC)c1OC
  0, -5, 104, -3, -1.9, -4, 6, 26, x, 91
- Cc1ccc(CNC(N)=S)cc1
  3, -6, 97, -13, -2.0, -1, -6, 4, x, 91
- C/C=C/C(=O)OCC(=O)Nc1nc2ccc(C)cc2s1
  5, 3, 85, 49*, -0.8, 0, -19, 5, -15, 94
- Cc1cccn2c(=O)c3cc(C(=O)N4CCN(C(=O)c5ccco5)CC4)n(C)c3nc12
  8, 3, 99, -18, -1.0, x, -18, 14, x, 98
- CCOC(=O)c1cnc(-n2nc(C)cc2C)nc1NCCc1ccccc1
  10, 15, 2.9*, -15, -2.5, 1, 52*, 27, x, 2.2*
- Cc1ccnc(NC(=O)CCC(=O)N(CC(=O)NC(C)(C)C)C2CCCC2)c1
  1, 0, 99, -1, -1.5, -1, -12, 3, 10, 94
- O=C(CSc1ncn[nH]1)Nc1cccc(S(=O)(=O)N2CCCCCC2)c1
  3, 7, 83, 3, 4.0, 2, -17, 9, x, 85
- NC(=O)CC[C@@H]1NC(=O)[C@@H]2CCCN2C(=O)c2cc([N+](=O)[O-])cc(F)c2NCCC[C@@H](C(N)=O)NC1=O
  -1, -4, 95, -3, -0.4, x, -6, 5, -5, 87
- CCOc1cccc(-c2nnc(SCC(=O)Nc3cc(OC)cc(OC)c3)n2N)c1
  3, 11, 103, -11, -0.9, 0, -51, 9, x, 101
- COc1cc(/C=N/NC(=O)C(C)n2nnc3ccccc32)ccc1O (stereo not given)
  2, 8, 93, -7, -2.5, 1, -35, 1, -26, 95
- O=C(NC(=S)NC1CC1)c1cccnc1
  0, -3, 89, -24, -3.0, x, 15, 17, -2, 103
- Cc1cccc(OCC(=O)Nc2cc(C)on2)c1
  4, 14, 96, x, 3.2, x, -34, 21, -3, 98
- CCN1C(=O)CSc2ccc(C(=O)OC)cc21
  1, 1, 92, -6, 0.5, x, -9, 4, -3, 94
- COc1cccc2c1C(=O)O/C2=C/c1ccc2c(c1)OCO2
  2, -3, 36, -33, -0.2, 0, -31, 3, -21, 58

SMILES | NPY Y2 blocker | GALR2 blocker | PTEN del growth | Yeast life ext | MRP-1 activ | Phagocytosis inh | BB579 growth dn | Measles CPE | E-sel TNF inh | bCat KO growth
O=C(COC(=O)c1ccccc1Cl)Nc1nccs1 | 3 | -3 | 103 | -5 | -0.6 | 0 | -24 | 2 | 4 | 97
Cc1ccccc1-n1c(SC/C(O)=C(\C#N)c2nc3ccccc3[nH]2)nnc1-c1ccncc1 | 0 | 19 | 87 | -4 | -4.5 | x | -32 | 16 | x | 88
CCn1c2ccccc2c2cc(Nc3cc(C)nc4ncnn34)ccc21 | 2 | 34* | 10 | -11 | -6.1 | 2 | -7 | 4 | -6 | 15
Cc1ccccc1CSCCNS(C)(=O)=O | 0 | 2 | 91 | -7 | 0.2 | 0 | -8 | 5 | 10 | 107
COC(=O)c1cc2ccsc2n1CC(=O)Nc1cc(C)cc(C)c1 | 5 | 0 | 61 | -4 | -1.3 | x | -82 | 8 | -10 | 69
O=C(Nc1ccc(-c2nc3c(ccc4ccccc43)o2)cc1)c1ccco1 | 1 | -3 | 16 | -13 | -1.9 | -1 | -60 | 19 | 16 | 19
Cc1ccc(NC(=O)c2cc(-c3ccco3)on2)cc1 | 6 | 5 | 84 | -14 | -0.9 | -3 | -21 | 14 | 28 | 86
COc1ccc(/C=N/NC(=O)c2cc(-c3ccccc3OC)nc3ccccc23)cc1COC(C)=O | 4 | -1 | 100 | -13 | -1.6 | 3 | -75 | x | -23 | 97
O=c1[nH]c(CN2CCN(c3ccccc3Cl)CC2)nc2ccsc12 | 13 | -7 | 97 | -16 | -1.1 | 4 | -85 | x | 20 | 94
O=C(CCC1(C(=O)O)CCC(=O)NC1)NCc1ccccc1 (stereo not given) | -1 | 11 | 94 | -4 | 0.0 | 0 | -35 | 19 | 5 | 99
CN(C)C(/C=C/Nc1ccccc1F)=C(C#N)C#N | 4 | 3 | 100 | -4 | 1.4 | -1 | -46 | 4 | x | 94
Cc1ccccc1NC(=O)CN1C(=O)S/C(=C\c2cccn2-c2cccc(C(=O)O)c2)C1=O | 1 | 9 | 100 | -11 | -0.7 | 1 | -2 | 38 | -42 | 103
Cc1cccc(NC(=O)/C(C#N)=C/c2ccc(Sc3ccccc3)o2)c1C | 16 | 2 | 87 | 4 | -0.9 | 5 | -20 | 7 | x | 86
COc1ccc(CCn2c(SCC(=O)Nc3cc(C)on3)nc3ccccc3c2=O)cc1OC | 0 | -13 | 71 | 8 | -2.8 | -1 | -37 | 9 | x | 75
CC(C)c1nc(SCC(=O)N2CCCc3ccccc32)c2c(=O)n(C)c(=O)n(C)c2n1 | 9 | 3 | 9 | -7 | -4.1 | 0 | -13 | 5 | -6 | 11

# As entered above:
# `Cc1ccccc1NC(=S)N=Nc1c(O)n(C)c2ccc(S(=O)(=O)N3CCOCC3)cc12` in E-sel TNF inh → 4
# `COC(=O)c1cc2ccsc2n1CC(=O)Nc1cc(C)cc(C)c1` in bCat KO growth → 69
# `O=C(CSc1ncn[nH]1)Nc1cccc(S(=O)(=O)N2CCCCCC2)c1` in MRP-1 activ → 4.0

# The list goes on:
SMILES | NPY Y2 blocker | GALR2 blocker | PTEN del growth | Yeast life ext | MRP-1 activ | Phagocytosis inh | BB579 growth dn | Measles CPE | E-sel TNF inh | bCat KO growth
CCCCC(=O)Nc1cc2nn(-c3ccc(OC)cc3)nc2cc1C | 2 | 0 | 108 | -5 | 0.0 | -1 | -38 | 7 | 4 | 90
O=C1C(=O)N(Cc2ccco2)C(c2cccc(Cl)c2)/C1=C(\O)c1ccc2c(c1)OCCO2 (stereo not given) | 5 | 8 | 99 | 25 | -3.4 | x | -12 | 2 | -15 | 86
O=C(NCCCN1CCOCC1)NC1CCCCC1 | -1 | 6 | 98 | 1 | -1.4 | -3 | -35 | 4 | 2 | 101
Cc1cc(S(=O)(=O)Nc2ccc(F)cc2)c(C)s1 | -2 | 7 | 111 | -7 | -2.2 | -1 | -26 | 6 | 9 | 90
CCCC(CCC)C(=O)OC1C[C@H]2CC[C@@H](C1)[N+]2(C)C (stereo not given in full) | 0 | 2 | 105 | 6 | -0.2 | x | -42 | 10 | x | 96
COc1ccccc1NC(=O)CSc1nncn1-c1cccnc1 | 2 | -2 | 93 | x | -3.0 | x | -33 | 4 | -29 | 89
CC(C)COC(=O)CCNc1n[nH]c(=O)[nH]c1=O | 1 | -5 | 111 | 4 | 0.7 | 0 | -36 | 12 | 9 | 105
COc1nc(-c2ccccc2)ccc1-c1noc(C)n1 | 1 | -2 | 91 | -29 | -2.7 | 5 | 1 | 9 | 1 | 82
COC(=O)C1=C(C)NC(=O)/C1=C\c1ccco1 | 0 | 13 | 99 | -8 | -3.1 | -4 | -28 | 1 | -25 | 93
O=S(=O)(c1ccc(NCCc2c[nH]c3ccccc23)nc1)N1CCOCC1 | 0 | -8 | 105 | 1 | -0.9 | 0 | 0 | 6 | x | 99
CSC1CCCCC1(O)CSc1nc2ccccc2o1 (stereo not given) | 9 | -7 | 90 | -5 | -0.4 | -3 | -37 | 11 | -4 | 96
CC(C)C(=O)N1CCc2cc(-c3csc(N)n3)ccc21 | 2 | -2 | 109 | -18 | -1.7 | -1 | -18 | 15 | 22 | 113

# Compound profiles, from the list above. Order of screens: NPY Y2 blocker | GALR2 blocker | PTEN del growth | Yeast life ext | MRP-1 activ | Phagocytosis inh | BB579 growth dn | Measles CPE | E-sel TNF inh | bCat KO growth
# Listed for COC(=O)C1=C(C)NC(=O)/C1=C\c1ccco1 → 0 | 13 | 99 | -8 | -3.1 | -4 | -28 | 1 | -25 | 93
# Listed for COc1ccccc1NC(=O)CSc1nncn1-c1cccnc1 → 2 | -2 | 93 | x | -3.0 | x | -33 | 4 | -29 | 89
# Listed for CCCCC(=O)Nc1cc2nn(-c3ccc(OC)cc3)nc2cc1C → 2 | 0 | 108 | -5 | 0.0 | -1 | -38 | 7 | 4 | 90
# Listed for CCCC(CCC)C(=O)OC1C[C@H]2CC[C@@H](C1)[N+]2(C)C (stereo not given in full) → 0 | 2 | 105 | 6 | -0.2 | x | -42 | 10 | x | 96
# Listed for O=C(NCCCN1CCOCC1)NC1CCCCC1 → -1 | 6 | 98 | 1 | -1.4 | -3 | -35 | 4 | 2 | 101

# High-throughput results as filed in PubChem BioAssay.
